ABCB6 inh MLPCN: inhibitors of human ABC transporter ABCB6 | K562-ABCB6 porphyrin accumulation, flow cytometry, 1 h; stronger effect = lower value | fluorescence ratio to DMSO, % at 10 µM | hit rate 0.19% among 360,000 | AID 602162;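 active = fluorescence ratio to DMSO below 75%, the collection mean minus 3 SD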;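 note: signal is porphyrin accumulated inside mitochondria; 100% equals median channel fluorescence of DMSO control wells; lower ratio means ABCB6 inhibition with less porphyrin fluorescence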
MC4R antagonist: human MC4R antagonism in cAMP assay | inhibition, % at 6.5 µM | P32245 | MC4R-expressing cells, MTII-stimulated cAMP, LANCE TR-FRET | hit rate 0.48% among 360,000;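 active = inhibition above its plate's cutoff, the mean of tested wells on that plate plus 3 SD, cut at about 29% in these data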;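 note: 0% = Melanotan II alone and 100% = Melanotan II plus saturating MCL0020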
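Assay system: U2OS-MC4R stable cell line; Also added: Melanotan II; Technique: Eu-cAMP/anti-cAMP TR-FRET, emission 671 nm; Times: 30-min compound, 1-h challenge, 1-h detection, room temperature.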
PDI turbidity: inhibitors of human protein disulfide isomerase; PDI insulin aggregation turbidity, A650, 90 min; hit rate 0.052% among 350,000; AID 588391; P07237; inhibition, % at 10 µM;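 active = mean inhibition across replicates of 30% or more, whatever share of single replicates reach that level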;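 note: absorbance from insulin aggregation driven by PDI reduction with DTT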
ABHD5-PLIN5 inh: blocks binding of human ABHD5 to perilipin-5. inhibition, % at 4 µM. Q00G26+Q8WTS1. hit rate 0.78% among 360,000. AID 602281. Split G. princeps luciferase complementation, luminescence, 4 h;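 active = inhibition above the mean inhibition across every tested compound plus 3 SD, cut at about 22% in these data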;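 note: 0% = DMSO only wells and the 100% control is not disclosed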
Target sequence (Q00G26 whole entry, looked up): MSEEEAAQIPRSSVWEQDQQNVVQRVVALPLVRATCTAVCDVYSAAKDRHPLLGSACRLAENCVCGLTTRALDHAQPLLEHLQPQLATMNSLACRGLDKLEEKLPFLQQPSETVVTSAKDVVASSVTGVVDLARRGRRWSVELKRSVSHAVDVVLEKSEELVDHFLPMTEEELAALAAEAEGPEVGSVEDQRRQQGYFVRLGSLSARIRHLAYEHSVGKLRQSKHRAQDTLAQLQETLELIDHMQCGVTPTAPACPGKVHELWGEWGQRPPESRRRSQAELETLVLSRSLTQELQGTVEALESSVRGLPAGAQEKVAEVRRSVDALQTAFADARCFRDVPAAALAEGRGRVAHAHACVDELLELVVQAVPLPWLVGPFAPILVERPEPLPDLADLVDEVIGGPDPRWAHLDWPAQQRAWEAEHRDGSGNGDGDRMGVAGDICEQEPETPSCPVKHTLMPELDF
Target sequence (Q8WTS1 whole entry, looked up): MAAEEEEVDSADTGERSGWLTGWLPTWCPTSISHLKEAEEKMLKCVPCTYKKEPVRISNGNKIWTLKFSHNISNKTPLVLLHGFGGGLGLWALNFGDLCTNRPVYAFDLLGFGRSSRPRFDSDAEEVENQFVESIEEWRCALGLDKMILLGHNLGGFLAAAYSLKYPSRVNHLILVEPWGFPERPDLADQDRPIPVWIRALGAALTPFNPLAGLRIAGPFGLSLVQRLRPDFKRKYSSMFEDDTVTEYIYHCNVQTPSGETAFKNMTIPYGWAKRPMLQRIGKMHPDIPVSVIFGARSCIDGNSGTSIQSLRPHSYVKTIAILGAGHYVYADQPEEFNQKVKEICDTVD
Exocytosis inh: blocks lytic granule exocytosis; hit rate 0.66% among 360,000; inhibition, % at 10 µM; TALL-104 LAMP-1 surface exposure, flow cytometry; cells stimulated with thapsigargin and PMA; AID 651702;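 active = inhibition above about 55%, limit read from the data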
HTR2A ag: agonists of mouse serotonin 5-HT2A receptor (HTR2A) | P35363 | CHO-K1 mHTR2A beta-arrestin complementation, luminescence; percent of 30 µM serotonin response | activation, % at 7.6 µM | hit rate 0.66% among 360,000;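 active = activation above a run cutoff, the mean activation of all tested compounds plus 3 SD, cut at about 14% in these data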;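 note: 0% = plate median of compound wells and 100% = 30 µM serotonin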
MC4R ag barr: agonists of human melanocortin 4 receptor (MC4R) beta-arrestin | hit rate 0.98% among 360,000 | AID 540308 | U2OS MC4R beta-arrestin complementation, luminescence; percent of melanotan II response, DMSO zero | activation, % at 8.9 µM | P32245;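 active = activation above a per-plate cutoff, the mean activation of sample wells on that plate plus 3 SD, cut at about 8% in these data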
N-glyco inh: blocks N-linked glycosylation in D54 reporter cells | reporter increase, % at 12.5 µM | hit rate 0.23% among 360,000 | D54 ERlucT glycosylation luciferase reporter, 24 h; percent of 100 nM tunicamycin response;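 active = mean luciferase reporter signal, scaled so untreated is 0 and the glycosylation-blocking control 100, at or above a set limit in every replicate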;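 note: luciferase carries N-glycosylation sites so blocking glycosylation raises the light; 0% = median of neutral control wells and 100% = median of 100 nM tunicamycin wells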
H9c2 protect: myocardial damage modulation in H9c2 cells | H9c2 cardiomyocytes, H2O2 injury protection, ATPLite, 2 h | protection from H2O2 cell death, % at 20 µM | hit rate 0.63% among 360,000;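 active = compounds giving at least 50% protection of heart cells from peroxide-induced death in the single-dose screen, raw or plate-pattern-corrected value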;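 note: 0% = DMSO wells with peroxide and 100% = DMSO wells without peroxide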
CaV13 ICDI inh: Primary screen for inhibitors of IQ motif and Ca2+-dependent inactivation inhibitor domain binding in CACNA1D, Förster resonance energy transfer in living cells, …; HEK cells, CFP/YFP FRET ICDI-IQ, plate reader, 10 min; percent FRET-ratio fall versus neutral wells; inhibition, % at 12.3 µM; hit rate 0.098% among 340,000; AID 743397;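 active = mean replicate inhibition of at least 30% and at least 1% of replicates passing that level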;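 note: 0% = median of the neutral control wells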
* hit, by the source's call; / = not tested or not shown. No enrichment for hits; 4.2% or so of the library scored in one or more.

Each structure is followed by: ABCB6 inh MLPCN | MC4R antagonist | PDI turbidity | ABHD5-PLIN5 inh | Exocytosis inh | HTR2A ag | MC4R ag barr | N-glyco inh | H9c2 protect | CaV13 ICDI inh
> O=C(Nc1ccc(Cl)cc1)NC1CCCC1Cc1ccco1 (centres undefined)
  93 | -5 | -6 | 49* | 8 | -5 | 1.3 | -4 | -13 | /
> COc1ccc(NC(=O)c2ccc(OCC3CCCO3)cc2)cc1Cl (centres undefined)
  92 | 3 | 7 | 10 | -1 | 0 | -1.7 | 1 | -10 | -7
> Cc1nc(SCC(=O)N2c3ccccc3NC(=O)CC2C)c2c(C)c(C)sc2n1 (centres undefined)
  97 | 2 | -5 | 6 | -2 | 0 | -2.0 | -1 | 0 | -7
> O=C(O/N=C/C1=C(Cl)c2ccccc2CC1)c1ccc(F)cc1
  95 | -2 | 3 | 2 | 0 | 1 | -0.9 | 0 | -1 | -1
> Cc1cccc(-n2ncc3c(=O)[nH]c(SCC(=O)N4CC(=O)Nc5ccccc54)nc32)c1
  97 | 6 | 7 | -6 | 9 | 9 | 0.4 | 2 | 13 | -7
> Cc1ccc(-c2nc(N3CCOCC3)sc2C(=O)N2CCCCC2)cc1
  96 | 13 | -1 | -4 | -1 | -2 | -2.7 | 3 | 5 | -2
> O=C(CSc1nnnn1C1CCCCC1)N1CCCC1
  101 | 6 | 7 | -1 | 0 | -1 | -1.6 | -1 | 3 | -9
> O=C(COC(=O)c1cc(=O)[nH]c2ccccc12)NCc1ccccc1
  98 | -4 | -6 | -12 | -11 | -4 | -0.8 | 2 | -1 | -5
> Cc1ccc(C2N(c3cccc(Cl)c3)C(=O)N3CCCN23)cc1 (centres undefined)
  102 | 0 | 0 | -1 | -1 | 4 | -0.2 | -1 | 10 | -20
> COc1cccc(C2N=C(c3ccccc3C)NO2)c1OC (centres undefined)
  90 | -3 | 7 | 6 | 0 | 1 | 1.0 | 0 | -4 | -2
> CCOC(=O)Nc1cc(N)ncn1
  101 | -4 | 5 | 8 | 3 | 4 | -1.1 | 2 | -5 | -7
> Cc1ccc(S(=O)(=O)CCC(=O)OCC(=O)Nc2cc(S(=O)(=O)N3CCOCC3)ccc2C)cc1
  100 | 21 | -2 | -3 | -1 | -2 | -3.8 | 1 | -7 | -7
> Cc1ccccc1Nc1nc(N)nc(-c2oc3ccccc3c2C)n1
  97 | -4 | 8 | -2 | 10 | 4 | -0.4 | 2 | 2 | -4
> O=C(Nc1ccc(Cl)cc1)C1Cc2c(-c3ccc(Cl)cc3)ccnc2O1 (centres undefined)
  98 | 2 | -2 | -1 | -7 | 3 | 1.7 | -1 | -5 | -6
> Cc1ccc(-c2nc(CN(Cc3c(C)nn(C)c3C)C(C)C)c(C)o2)o1
  99 | 0 | 3 | -1 | 1 | -2 | 0.1 | 0 | 0 | -6
> N#CC1=C(S)N(c2ccc(F)cc2)C(c2ccco2)NC1=O (centres undefined)
  103 | 21 | 2 | -14 | 6 | 5 | -1.8 | 3 | 2 | 7
> COc1cccc(CN(C)C(=O)C2CC(=O)N(c3ccc4c(c3)OCCO4)C2)c1 (centres undefined)
  97 | 9 | 2 | 4 | 1 | -8 | -3.9 | 1 | -4 | -4
> COc1cc(C(=O)OCC(=O)N2CCCC2)cc2c1OCCO2
  92 | -3 | -8 | 1 | 4 | 1 | -0.6 | 2 | 9 | -2
> Brc1cccc(CNCC2CCCO2)c1 (centres undefined)
  96 | 0 | -3 | 0 | -2 | 5 | -1.3 | 1 | 1 | -7
> Cc1cc(C(=O)CN2C(=O)NC3(CCCc4ccccc43)C2=O)c(C)n1C (centres undefined)
  97 | -2 | 3 | -2 | -1 | -2 | 0.2 | 0 | 0 | -5
> Cc1ccc(C(=O)C(C)OC(=O)CCS(=O)(=O)c2ccc(C)cc2)cc1 (centres undefined)
  108 | 5 | 1 | -3 | 0 | -6 | -1.9 | 0 | -2 | -2
> COc1ccc(-n2nnc3c(SCC(=O)Nc4ccccc4F)ncnc32)cc1
  92 | 4 | -2 | 4 | -1 | 0 | -2.1 | -1 | -9 | -1
> CN(C)S(=O)(=O)c1ccc(Cl)c(NC(=O)CSc2nc3ccccc3c(=O)n2CCCN2CCOCC2)c1
  104 | 14 | 0 | 0 | 3 | 5 | 1.4 | -5 | 2 | -7
> CCOC(=O)[C@]12CCC=C1N(Cc1ccc(Cl)cc1Cl)C(=O)[C@H](CC(=O)N1CCCC1)C2
  96 | / | / | 4 | -2 | -4 | / | / | / | -4
> CCCCNC(=S)NNC(=O)c1ccncc1
  97 | 26 | 4 | 1 | 8 | 1 | -0.5 | 1 | 8 | 10
> CN(/N=C/c1ccc(N(C)C)cc1)C1=NS(=O)(=O)c2ccccc21
  96 | 0 | -2 | -7 | 9 | 9 | -0.8 | 23 | 3 | -30
> CCOC(=O)c1cc2sc(C)cc2n1CC(=O)N1CCc2ccccc21
  94 | 0 | -7 | -2 | 0 | 4 | -1.6 | -1 | -6 | /
> O=C(Oc1cccc(C(=S)N2CCOCC2)c1)c1ccc([N+](=O)[O-])cc1[N+](=O)[O-]
  101 | 37* | 3 | -1 | -8 | 2 | -1.2 | 0 | -10 | -3
> O=C(NCSc1ccncn1)c1ccccc1
  102 | -3 | 0 | -5 | 0 | -3 | -0.9 | -2 | 5 | -5
> O=C1C=CC(=O)N1CCCCCCCCCCN1C(=O)C=CC1=O
  89 | 78* | -7 | 58* | 13 | -6 | -4.0 | -3 | -10 | -7
> CC(Sc1ncnc2sccc12)C(=O)Nc1ccc(S(N)(=O)=O)cc1 (centres undefined)
  91 | 3 | 2 | 6 | -2 | 1 | -1.0 | -3 | 8 | -7
> CCNS(=O)(=O)c1ccc(OC)c(C(=O)NC2CCCCC2)c1
  103 | 17 | -1 | -2 | -1 | -5 | -2.3 | -1 | -1 | /
> CSCCC(NC(=O)COc1ccccc1)C(=O)N(C)Cc1ccc(SC)cc1 (centres undefined)
  87 | 9 | -73 | -4 | -3 | -6 | -2.9 | -1 | 17 | -3
> O=C(Cn1cc([N+](=O)[O-])cn1)N1CCN(Cc2ccc3c(c2)OCO3)CC1
  93 | -4 | -4 | 1 | 4 | 6 | 0.5 | -1 | -1 | -8
> Cn1c(=O)c(-c2ccccc2[N+](=O)[O-])c(Cl)c2ccccc21
  90 | 0 | -7 | -3 | -8 | -5 | -2.2 | 2 | -2 | -21
> COC(=O)c1c(C)oc(C)c1S(=O)(=O)N(C)C1CCCCC1
  96 | 10 | 2 | 2 | -1 | 0 | 1.3 | 0 | 0 | -5
> O=C(Nc1cccc(F)c1)c1coc(=O)c(Br)c1
  105 | 0 | -6 | 0 | 1 | 0 | 3.3 | -2 | -6 | -5
> CCOc1ccccc1NC(=O)COC(=O)CSc1ccc(Cl)cc1
  97 | 3 | -2 | -5 | 3 | 7 | -2.7 | 3 | 1 | -5
> Cn1c(=O)[nH]c(=O)c2c1nc([N+](=O)[O-])n2Cc1ccccc1
  112 | -7 | 5 | 24* | 12 | -6 | 0.9 | -15 | -11 | -1
> Cc1c(C(=O)N2CCN(c3ccc([N+](=O)[O-])cc3)CC2)sc2ncn(CC(=O)N3CCOCC3)c(=O)c12
  95 | 12 | -11 | 1 | 28 | 1 | 0.4 | -1 | 0 | -3
> CC(=O)Oc1ccc(/C=N/NC(=O)c2ccc(N(C)S(=O)(=O)c3ccccc3)cc2)cc1
  101 | -2 | 2 | -3 | 94* | 4 | 1.9 | 2 | 4 | -7
> COC(=O)c1cccn(CC(=O)c2ccc(Cl)cc2)c1=O
  101 | 3 | 4 | 5 | 1 | 4 | -0.1 | 2 | 7 | 1
> COc1ccccc1OCC(=O)NCCSCc1ccc(Cl)cc1
  101 | 2 | -2 | 3 | -3 | 0 | -1.7 | 4 | -2 | -5
> CSc1ccc(C2C(C#N)=C(N)N(c3ccccc3)C3=C2C(=O)CCC3)cc1 (centres undefined)
  97 | 13 | 14 | -2 | 2 | -9 | -2.0 | -2 | -11 | -2
> Cc1ccc(C(=O)NN=C2CCCCCC2)s1
  104 | 2 | 5 | 9 | 3 | -10 | 0.1 | -3 | -2 | -6
> Cc1cc([N+](=O)[O-])nn1CC(=O)Nc1ccc(Cc2ccncc2)cc1
  93 | 2 | 8 | 4 | -3 | -1 | 0.8 | -2 | -3 | -4
> COc1cc(OC)cc(C(=O)OCC(=O)c2cc(C)n(CC3CCCO3)c2C)c1 (centres undefined)
  92 | 0 | -7 | 1 | 8 | 1 | -0.6 | 2 | -28 | -3
> CCn1nnnc1SCCSc1nnnn1CC
  102 | 7 | -13 | 9 | -3 | -1 | -2.1 | 1 | 4 | -5
> Cc1cc([N+](=O)[O-])nn1CC(=O)N1N=C(C(F)F)CC1(O)C(F)F (centres undefined)
  101 | 8 | -4 | -5 | 0 | -2 | -0.5 | 2 | -6 | -20
> CCOc1ccc(Br)cc1S(=O)(=O)Nc1cccc(S(=O)(=O)N(CC)CC)c1
  103 | -2 | 2 | -4 | 14 | 3 | -2.0 | 0 | -2 | -3
> CC(C)CCNC(=O)Cc1ccccc1[N+](=O)[O-]
  97 | -3 | -2 | -4 | 5 | -4 | -1.0 | 1 | 8 | -5
> Cc1ccc2sc(NNC(=O)C3COc4ccccc4O3)nc2c1C (centres undefined)
  99 | -2 | -2 | -19 | 6 | -5 | -2.8 | 5 | 36 | -5
> Cc1ccc(S(=O)(=O)NCCc2ccncc2)cc1C
  92 | 9 | -3 | 3 | 0 | -1 | -0.8 | 0 | 6 | -4
> CCOC(=O)C(C(=O)OCC)=C1OC(=O)c2ccccc21
  99 | 5 | 0 | 2 | 0 | 3 | -1.9 | 0 | 3 | /
> CCOc1ccc(C=NNc2ccc(S(=O)(=O)Nc3ccccc3C(=O)O)cc2[N+](=O)[O-])cc1OC
  97 | -3 | -8 | 0 | 1 | 0 | -1.8 | 1 | 1 | /
> CC(Nc1nc(-c2ccc(F)cc2)cs1)c1nc2cc(C(F)(F)F)ccc2n1CCOCCO (centres undefined)
  94 | 3 | 0 | -4 | -6 | -4 | -2.9 | 5 | -15 | -7
> CC(NC(=O)c1ccc(S(=O)(=O)C(F)F)cc1)c1ccccc1 (centres undefined)
  97 | 8 | 0 | 7 | -4 | -3 | -2.0 | -1 | 2 | 1
> CCOC(=O)c1ccc(NC(=O)c2cc3ccccc3o2)cc1
  96 | -8 | 16 | -10 | -1 | -8 | -0.7 | 2 | -10 | /
> Cc1ccc(NC(=O)CCC(=O)NNC(=O)c2ccco2)cc1C
  97 | 7 | -2 | 1 | -2 | -5 | -0.4 | 0 | 0 | -4
